Assay outcomes: PubChem BioAssay, The Scripps Research Institute Molecular Screening Center
LYPLA1 inh: counter-screen for PME1 inhibitors: inhibitors of human LYPLA1; O75608; recombinant LYPLA1, FP-Rh probe fluorescence polarization; inhibition, % at 5.9 µM; 0.16% of 320,000 active; AID 2174;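 active means inhibition above the mean of all tested compounds plus 3 SD, set per campaign, cut at about 14% in these data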;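 further: inhibitors block serine hydrolase probe labeling of LYPLA1 so polarization falls; 0% = enzyme with DMSO and 100% = wells lacking LYPLA1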
GSTO1 counter: GSTO1 inhibition, counter-screen for RBBP9 inhibitors | P78417 | recombinant GSTO1, activity-based probe fluorescence polarization | inhibition, % at 5.96 µM | 1.1% of 300,000 active;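 active means inhibition above the campaign mean inhibition plus 3 SD, cut at about 35% in these data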;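 further: 0% = GSTO1-1 with DMSO and 100% = wells lacking GSTO1-1 enzyme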
pPAFAH inh: pPAFAH (human) enzyme inhibition | recombinant pPAFAH, FP-rhodamine probe fluorescence polarization | inhibition, % at 3.39 µM | AID 463082 | Q13093 | 1.5% of 330,000 active;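 active means inhibition above the mean inhibition across the screen plus 3 SD, cut at about 25% in these data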;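 further: inhibitors block binding of the rhodamine activity-based probe so polarization drops; 0% = enzyme with DMSO and 100% = wells lacking pPAFAH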
Target sequence (Q13093 whole entry, looked up): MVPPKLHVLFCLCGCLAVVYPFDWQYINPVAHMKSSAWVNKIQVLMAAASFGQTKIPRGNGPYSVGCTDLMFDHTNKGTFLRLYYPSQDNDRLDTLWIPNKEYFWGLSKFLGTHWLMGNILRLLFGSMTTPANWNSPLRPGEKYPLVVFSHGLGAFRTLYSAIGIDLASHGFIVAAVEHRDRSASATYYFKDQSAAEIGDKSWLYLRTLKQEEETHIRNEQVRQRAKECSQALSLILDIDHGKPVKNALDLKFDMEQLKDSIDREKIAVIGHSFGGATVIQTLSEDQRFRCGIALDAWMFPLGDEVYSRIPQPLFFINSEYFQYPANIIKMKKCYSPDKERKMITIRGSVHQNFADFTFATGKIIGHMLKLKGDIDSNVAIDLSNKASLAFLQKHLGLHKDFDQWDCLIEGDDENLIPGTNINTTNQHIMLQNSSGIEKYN
PAD4 FP inh: inhibitors of human PAD4 | 0.41% of 330,000 active | inhibition, % at 6.36 µM | recombinant PAD4, RCA probe fluorescence polarization | Q9UM07;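 active means percent inhibition above a cutoff equal to the mean of all tested compounds plus 3 SD, cut at about 15% in these data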;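 further: 0% = PAD4 with RCA probe and DMSO and 100% = probe without PAD4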
PAFAH1B2 FP inh: PAFAH1B2 (human) inhibition. P68402. recombinant PAFAH1B2, FP-rhodamine activity probe, fluorescence polarization. inhibition, % at 3.39 µM. 1.2% of 340,000 active. AID 492953;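 active means inhibition above the mean of all tested compounds plus 3 SD, cut at about 24% in these data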;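 further: 0% = enzyme with DMSO and 100% = wells lacking PAFAH1B2; many of its hits are not listed in these tables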
PME-1 primary: blocks human protein phosphatase methylesterase 1. Q9Y570. recombinant PME-1, FP-Rh probe fluorescence polarization. inhibition, % at 5.9 µM. 0.53% of 320,000 active;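 active means inhibition above the campaign mean of all compounds plus 3 SD, cut at about 26% in these data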;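 further: competitive labeling of PME-1 active site by serine hydrolase directed probe; 0% = PME-1 with DMSO and 100% = wells lacking PME-1 enzyme; inhibitors block probe labeling so polarization falls and inhibition rises; many of its hits are not listed in these tables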
PAFAH1B3 inh: PAFAH1B3 (human) inhibition. Q15102. recombinant PAFAH1B3, FP-rhodamine probe, fluorescence polarization. inhibition, % at 3.39 µM. 0.28% of 340,000 active. AID 492972;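 active means inhibition above the screen-wide average of all tested compounds plus 3 SD, cut at about 25% in these data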;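 further: 0% = enzyme with DMSO only and 100% = wells lacking PAFAH1B3 protein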
Target sequence (Q15102 whole entry, looked up): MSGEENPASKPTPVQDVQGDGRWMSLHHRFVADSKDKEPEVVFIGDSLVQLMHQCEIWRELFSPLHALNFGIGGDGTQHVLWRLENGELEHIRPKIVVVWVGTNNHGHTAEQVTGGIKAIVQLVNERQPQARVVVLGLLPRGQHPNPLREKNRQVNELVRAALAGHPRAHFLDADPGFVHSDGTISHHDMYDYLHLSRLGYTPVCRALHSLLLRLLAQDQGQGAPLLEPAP
Fam108B inh: counter-screen for RBBP9 inhibitors: inhibitors of mouse Fam108B | recombinant Fam108B, FP-Rh probe fluorescence polarization | inhibition, % at 9.51 µM | 0.33% of 300,000 active;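 active means inhibition above the screen mean inhibition plus 3 SD, computed separately per campaign, cut at about 18% in these data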;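 further: inhibitors lower polarization as less probe binds the enzyme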
PAFAH2 FP inh: PAFAH2 (human) inhibition. inhibition, % at 3.39 µM. AID 492956. 0.99% of 340,000 active. recombinant PAFAH2, FP-rhodamine activity probe, fluorescence polarization. Q99487;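 active means inhibition above the mean over all tested compounds plus 3 SD, cut at about 30% in these data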;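 further: inhibitors block probe labeling of enzyme so polarization drops; 0% = enzyme with DMSO and 100% = wells lacking PAFAH2 protein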
* = called active by the depositor; nt = not tested or not shown. Not all compounds are listed; the hit share may differ from the screen's.

compound	PAFAH2 FP inh	LYPLA1 inh	PME-1 primary	Fam108B inh	PAFAH1B3 inh	PAD4 FP inh	GSTO1 counter	PAFAH1B2 FP inh	pPAFAH inh
COc1ccc(Oc2ccccc2C#N)cc1	-8	1	2	-1	6	0	-2	3	8
O=C(COc1ccc2ccccc2c1)NNC(=O)[C@@H]1CCCC[C@@H]1C(=O)O	2	1	-5	2	-5	-3	-2	1	4
O=C(CCCN1C(=O)/C(=C/c2ccccc2)SC1=S)NCCCn1ccnc1	9	8	4	6	4	-26	13	3	-1
COc1ccc(-c2cc(C(=O)Nc3ccc(C(N)=O)cc3)c3ccccc3n2)cc1	-15	-24	-29	-18	-10	-3	-8	-6	-2
COc1ccc(-c2cn3nc(SCC(=O)NCC4CCCO4)ccc3n2)cc1 (stereo not drawn)	6	-3	3	3	8	0	-2	4	6
CCOC(=O)C1(Cc2cccc(OC)c2)CCCN(S(=O)(=O)CC)C1 (stereo not drawn)	-3	-3	-7	-1	0	-12	3	2	-7
CC(C)C(C)NC(=O)COC(=O)c1cccc(C(=O)OCC(=O)NC(C)C(C)C)n1 (stereo not drawn)	-7	2	-2	3	3	2	8	3	0
COc1ccc(-c2nc(CS(=O)CC(=O)NC3CCCCC3)c(C)o2)cc1OC (stereo not drawn)	1	1	-5	0	0	1	2	5	9
Cc1cc(NS(=O)(=O)c2ccc(NC(=S)NC(=O)c3ccccc3)cc2)no1	1	-2	-1	-2	4	5	6	5	2
COc1ccc(-c2nn(C)c3sc(C(=O)N4CCOCC4)cc23)cc1OC	0	-1	-4	0	4	5	-3	4	1
COc1ccccc1CNS(=O)(=O)c1ccc(NC(C)=O)cc1	-5	1	8	0	-7	4	2	4	5
CCOc1ccccc1C1C(C#N)=C(N)Oc2cc(C)n(Cc3ccccn3)c(=O)c21 (stereo not drawn)	1	0	6	2	11	-1	-14	-3	11
Clc1ccc(-c2cccs2)nn1	-11	0	-4	4	0	0	0	-9	1
O=C(Nc1ncc2c(n1)-c1ccccc1CC2)C1CC1	-4	-3	-6	-4	7	-3	3	5	0
CSc1nc(N)c(NC(=O)c2ccc(Br)o2)c(=O)[nH]1	-8	2	5	2	3	-2	6	-3	-5
CCN1CCN(c2cc(C)c3cc(NC(=O)c4ccc(OC)c(OC)c4)ccc3n2)CC1	1	1	2	3	3	-1	0	7	5
CN=C(Nc1cc(C)nn1CCC#N)c1ccccc1	2	0	-1	0	1	-2	0	-12	5
COc1ccc(C/C(N)=N/OC(=O)Cc2ccc(OC)c(OC)c2)cc1	4	-1	-5	-2	6	0	-1	-2	5
Cc1ncc[nH]1	10	-2	3	nt	9	-3	nt	4	-4
Cc1ccc(NC(=O)c2cccc(S(=O)(=O)NCc3ccccc3)c2)nc1	4	0	-3	2	3	-1	0	5	-1
COc1ccc(CC2(CO)CCN(C/C=C/c3ccccc3OC)CC2)cc1	-4	1	-5	-1	10	2	-2	6	1
CCCCN(C(=O)C(C)Oc1cccc(Cl)c1)c1c(N)n(CCC)c(=O)[nH]c1=O (stereo not drawn)	0	-3	-4	5	4	-3	2	5	2
COC(=O)c1nn(C23CC4CC(CC(C4)C2)C3)c2c1C(=O)N(c1ccc(Br)cc1)C2=O	4	2	-3	-6	0	4	-4	3	8
CCOC(=O)C1CCCN(S(=O)(=O)CCNC(=O)c2ccc(F)cc2)C1 (stereo not drawn)	-4	-2	-4	0	1	6	12	-1	3
O=C(COC(=O)COc1ccc(Br)cc1)NC1CCCCCC1	2	4	3	nt	3	0	nt	23	15
CCOC(=O)CN1CCS(=O)(=O)CC1	4	4	-1	-3	1	0	6	7	4
Cc1ccc(-c2nc(SCC(=O)NCC3CCCO3)c(-c3ccccc3)[nH]2)cc1 (stereo not drawn)	-2	3	9	-2	5	-1	3	-4	6
Cc1ccc(-c2cc(C(=O)N3CCN(C(=O)c4ccco4)CC3)no2)cc1	4	2	3	4	7	1	7	2	10
COC(=O)C1=C(C)N(c2ccc(Cl)cc2)/C(=C/c2cccs2)C1=O	8	-2	3	3	-6	1	4	4	3
Cc1ccc2cc(NC(=O)c3cccc(F)c3)ccc2n1	3	1	-2	1	10	1	3	-3	5
COc1ccc2ccccc2c1/C=N/NC(=O)c1cccc(Br)c1	-7	-22	-7	-4	-9	-7	-2	2	-6
O=C(Nc1nc(-c2ccccc2)cs1)C1CCCCN1S(=O)(=O)c1ccccc1 (stereo not drawn)	-6	-13	-17	-9	-2	-1	-6	4	2
Cc1ccccc1C(=O)Nc1ccc2c(C#N)c3nc4ccccc4nc3n2c1	6	-5	3	2	-9	-28	0	-2	16
CC(=O)CC1=NC(C)(C)Cc2ccccc21	3	2	-3	-1	0	3	-1	-1	-1
Cc1ccc(CCNC(=O)C2CC(c3ccccc3C(F)(F)F)=NO2)cc1 (stereo not drawn)	-5	-1	-1	-3	7	-3	-3	14	0
O=C(N/N=C/c1ccccc1[N+](=O)[O-])C(=O)N1CCCC1	7	4	2	1	4	5	2	7	6
COc1ccc(OC)c(CNC(=O)Cc2c(C(=O)O)[nH]c3ccc(Cl)cc23)c1	4	-3	1	7	0	0	-1	10	-1
C=CCN(c1ccccc1)S(=O)(=O)c1cccc(C(=O)N2CCN(c3ncccn3)CC2)c1	7	-1	6	nt	1	-1	nt	7	6
O=c1oc2c(-c3ccc([N+](=O)[O-])cc3)cc(O)cc2s1	-9	-5	4	1	10	-2	78*	-2	22
COC(=O)COc1ccc(-c2nn(C)c(=O)c3ccccc23)cc1	3	4	1	1	9	-3	5	-4	5
Cc1ccc([N+](=O)[O-])cc1NC1OC(CO)C(O)C1O (stereo not drawn)	4	-3	-10	-5	9	5	-4	0	3
CN(CCCNC(=O)CCc1cn(C)c2ccccc12)C1CCCCC1	2	0	-4	5	4	0	6	10	-4
O=C1N[C@@H](Cc2ccccc2)[C@@H](c2ccco2)O1	-3	1	4	2	2	-1	-1	5	-2
CCCC(=O)Nc1nnc(SCC(=O)NC2CC2)s1	3	-1	-8	-3	5	-3	0	0	2
CC(C)[C@H](NC(N)=O)C(=O)Nc1ccc(OCc2ccccc2)cc1	2	-1	5	3	5	-2	12	5	4
CN1CCN(C(=O)C2CCN(S(=O)(=O)c3ccc4c(c3)oc(=O)n4C)CC2)CC1	2	2	-7	7	-1	4	2	1	-4
CCOc1cc(/C=N/NC(=S)Nc2ccccc2C(F)(F)F)ccc1OCC(=O)N1CCOCC1	7	-4	4	-1	0	-3	2	-4	6
COc1cc(CN=Cc2c(O)n(Cc3ccccc3)c(=S)[nH]c2=O)cc(OC)c1	-6	-3	-3	-5	5	5	10	2	5
CCOC(=O)c1c(NC(=O)CN2CCCCC2)sc(C)c1C	2	-5	-4	5	2	1	0	-3	1
c1ccc2cc(OCCCn3ccnc3)ccc2c1	2	4	0	2	3	3	2	-2	0

More results follow:
compound	PAFAH2 FP inh	LYPLA1 inh	PME-1 primary	Fam108B inh	PAFAH1B3 inh	PAD4 FP inh	GSTO1 counter	PAFAH1B2 FP inh	pPAFAH inh
c1ccc(OCCCCN2CCOCC2)cc1	-1	0	0	-1	10	0	-3	-2	-3
COc1ccc(S(=O)(=O)N2CCCCCC2)cc1C(=O)NCc1ccco1	12	nt	nt	nt	3	-1	nt	4	3
O=Cc1c(-c2ccccc2)nc2ccccn12	-1	-5	0	-2	-9	-1	3	5	3
CCOc1ccc(-n2c(C)nc3cc(C(=O)NCc4ccco4)ccc32)cc1	10	-1	2	7	-2	-4	-8	2	10
O=C(O)C1CC(=O)N(CCc2ccc(F)cc2)C1 (stereo not drawn)	3	0	0	1	7	-5	3	2	-5
CCOC(=O)C1(CCCc2ccccc2)CCN(Cc2cn(CC)nc2C)CC1	-2	-7	-3	-2	7	-5	3	8	3
COCc1cc(C)nc(SCC(=O)Nc2ccc3[nH]c(=O)[nH]c3c2)c1C#N	1	-3	2	3	1	-4	-5	-2	-1
Nc1nonc1C(=O)N/N=C/c1ccc(-c2cccc(C(=O)O)c2)o1	nt	-3	1	-1	nt	-4	3	nt	5
COc1ccc(-c2nc3cc([N+](=O)[O-])ccc3o2)cc1OC	0	0	2	-3	5	-2	0	4	-1
Cc1ccc(S(=O)(=O)N2CCCC2)cc1C(=O)Nc1ccc(-n2cnnn2)cc1	4	0	1	nt	0	1	nt	1	3
CCCCOc1ncnc2c1[nH]c1ccc(OC)cc12	nt	-3	5	4	nt	-4	4	nt	7
COc1ccccc1CN(C)C(=O)CN1C(=O)c2ccccc2C1=O	-1	1	-4	2	-4	-1	1	2	-1
Cc1ccc2nc3sc(C(=O)Nc4c(C)[nH]c(=O)[nH]c4=O)c(N)c3cc2c1	9	-3	0	9	8	1	9	0	19
